Assay outcomes deposited in PubChem by The Scripps Research Institute Molecular Screening Center.
TTR transcr act: increases transthyretin transcription; SH-SY5Y TTR promoter Gaussia luciferase, luminescence; 100% = recombinant luciferase protein wells; hit rate 1.3% among 92,000; activation, % at 16.7 µM;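 active means activation above the mean of all tested compounds plus 3 SD, cut at about 9.5% in these data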;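 further: cells exposed to compounds for one day before reading; 0% = median of all test compound wells on the plate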
An asterisk follows results filed as active. A portion of the library; rates above refer to the full screens.

What do the screens show for `Cc1ccc(NC(=O)c2cnccn2)cc1S(=O)(=O)N(C)C`?
TTR transcr act: 2.3

How did CC1(C)CC(N2CCN(Cc3ccccc3)CC2)=CC(=[N+]2CCCCC2)C1 do in these assays?
TTR transcr act: -1.3

Results for C/C(=N/Oc1nc(C)cc(C)n1)c1ccc(Cl)cc1Cl ?
TTR transcr act: 0.1

What do the screens show for `O=C(N[C@H]1CCCc2c1cnn2-c1ccc(F)cc1F)c1ccccn1`?
TTR transcr act: 1.5

Results for Cc1ccc(NC(=O)c2ccccc2NS(=O)(=O)c2ccc(Cl)s2)cc1S(=O)(=O)N1CCOCC1 ?
TTR transcr act: -2.5

How did CCC1CCCCN1Cc1c(O)ccc2c(=O)c(-c3ccccc3OC)coc12 (stereo not drawn) do in these assays?
TTR transcr act: 0.8

What do the screens show for `Cc1ccc(OCc2ccc(C(=O)Nc3c(C)nn(Cc4c(F)c(F)c(F)c(F)c4F)c3C)o2)c([N+](=O)[O-])c1`?
TTR transcr act: -4.2

Results for COc1ccc(C(=O)OCC(=O)C(C)(C)C)cc1S(=O)(=O)N(C)CCc1cccnc1 ?
TTR transcr act: -1.1

How did CCOC(=O)Cn1cnc2scc(-c3ccc(C)c(C)c3)c2c1=O do in these assays?
TTR transcr act: 2.4

What do the screens show for `CCOc1cccc2cc(-c3csc(NC(=O)CCC(=O)NCCN4CCCCC4C)n3)c(=O)oc12` (stereo not drawn)?
TTR transcr act: 0.7

Results for CC(=O)N1N=C(C)CC1c1ccc(OCc2ccccc2)cc1 (stereo not drawn) ?
TTR transcr act: 3.8

Results for Cc1cc(C)c(C#N)c(Oc2ccccc2Br)n1 ?
TTR transcr act: 0.5

Results for C=CCn1c(SCC(=O)c2ccc(NS(=O)(=O)c3ccccc3)cc2)nnc1-c1cccs1 ?
TTR transcr act: -1.0

How did Cc1nnsc1C(=O)Nc1ccc(S(=O)(=O)N2CCCCC2)cc1 do in these assays?
TTR transcr act: -0.6

How did CCCn1c(SCC(=O)N2N=C3/C(=C/c4ccc(OC)cc4)CCCC3C2c2ccc(OC)cc2)n[nH]c1=O (stereo not drawn) do in these assays?
TTR transcr act: 1.2

Results for CCOC(=O)C(C(=O)N1CCOCC1)C1CCCCC1 (stereo not drawn) ?
TTR transcr act: 3.2

How did Cc1ccc2nc(-c3ccccc3)c(CN3CCSCC3)n2c1 do in these assays?
TTR transcr act: 1.8

How did CCc1ccc2nc3sc(C(=O)Nc4nnc(CC)s4)c(N)c3cc2c1 do in these assays?
TTR transcr act: -2.2

How did CCOC(=O)c1c(C)[nH]c(C(=O)COC(=O)[C@H](C)NC(=O)c2ccccc2Cl)c1C do in these assays?
TTR transcr act: -0.6

Results for CC(=O)Nc1ccc(Sc2ncccc2C(=O)Nc2cc(Cl)cc(Cl)c2)cn1 ?
TTR transcr act: 0.5

What do the screens show for `CC1CCCC(NC(=O)CCC(=O)N2CCOc3ccccc32)C1C` (stereo not drawn)?
TTR transcr act: -0.8

How did CCc1cc(C(=O)NNC(=S)NC2CCCCC2)cs1 do in these assays?
TTR transcr act: -0.9

What do the screens show for `O=C(CCc1nc(-c2ccccc2)no1)NC1CCCCC1`?
TTR transcr act: 1.6

What do the screens show for `O=C(OCCN1C(=O)c2ccccc2C1=O)C1CCN(S(=O)(=O)c2cccs2)CC1`?
TTR transcr act: -1.6

Nothing new here: 13 of the compounds above.
How did CCOC(=O)Cn1cnc2scc(-c3ccc(C)c(C)c3)c2c1=O do in these assays?
TTR transcr act: 2.4

What do the screens show for `CCOc1cccc2cc(-c3csc(NC(=O)CCC(=O)NCCN4CCCCC4C)n3)c(=O)oc12` (stereo not drawn)?
TTR transcr act: 0.7

Results for CC(=O)N1N=C(C)CC1c1ccc(OCc2ccccc2)cc1 (stereo not drawn) ?
TTR transcr act: 3.8

Results for Cc1cc(C)c(C#N)c(Oc2ccccc2Br)n1 ?
TTR transcr act: 0.5

Results for C=CCn1c(SCC(=O)c2ccc(NS(=O)(=O)c3ccccc3)cc2)nnc1-c1cccs1 ?
TTR transcr act: -1.0

How did Cc1nnsc1C(=O)Nc1ccc(S(=O)(=O)N2CCCCC2)cc1 do in these assays?
TTR transcr act: -0.6

How did CCCn1c(SCC(=O)N2N=C3/C(=C/c4ccc(OC)cc4)CCCC3C2c2ccc(OC)cc2)n[nH]c1=O (stereo not drawn) do in these assays?
TTR transcr act: 1.2

Results for CCOC(=O)C(C(=O)N1CCOCC1)C1CCCCC1 (stereo not drawn) ?
TTR transcr act: 3.2

How did Cc1ccc2nc(-c3ccccc3)c(CN3CCSCC3)n2c1 do in these assays?
TTR transcr act: 1.8

How did CCc1ccc2nc3sc(C(=O)Nc4nnc(CC)s4)c(N)c3cc2c1 do in these assays?
TTR transcr act: -2.2

How did CCOC(=O)c1c(C)[nH]c(C(=O)COC(=O)[C@H](C)NC(=O)c2ccccc2Cl)c1C do in these assays?
TTR transcr act: -0.6

Results for CC(=O)Nc1ccc(Sc2ncccc2C(=O)Nc2cc(Cl)cc(Cl)c2)cn1 ?
TTR transcr act: 0.5

What do the screens show for `CC1CCCC(NC(=O)CCC(=O)N2CCOc3ccccc32)C1C` (stereo not drawn)?
TTR transcr act: -0.8

Later entries.
What do the screens show for `O=C1c2ccccc2C(=O)N1CCCCNc1ccccc1`?
TTR transcr act: 0.4

Results for O=C(Cn1nc(-c2ccccc2)ccc1=O)Nc1ccc(-n2cnnn2)cc1 ?
TTR transcr act: -0.2

What do the screens show for `COC(=O)c1ccc(COc2ccc3c(c2)CCC3)o1`?
TTR transcr act: -2.5

Results for C[C@H](NC(=O)C1CCN(S(=O)(=O)c2ccccc2)CC1)C(=O)NCc1ccccc1 ?
TTR transcr act: 10*

What do the screens show for `CC1CC(=O)Nc2ccccc2N1C(=O)COc1cc(Cl)ccc1Cl` (stereo not drawn)?
TTR transcr act: 1.3

What do the screens show for `COc1ccccc1C(=O)Nc1c2c(nn1-c1cccc(C)c1C)CS(=O)(=O)C2`?
TTR transcr act: -3.0

What do the screens show for `COC(=O)[C@@]12C[C@@H](CC(=O)N3CCN(C(=O)c4ccco4)CC3)C(=O)N(Cc3ccccc3)C1=CCC(C)(C)C2`?
TTR transcr act: 1.6

What do the screens show for `CC(=O)Nc1cccc(NC(=O)c2cc(-c3ccccn3)nc3ccc(Cl)cc23)c1`?
TTR transcr act: -0.9

How did Cc1nc(SCC(N)=O)[nH]c(=O)c1C do in these assays?
TTR transcr act: 4.5

How did COc1ccc(N=C2C(=O)N3CCCc4cccc2c43)cc1 do in these assays?
TTR transcr act: 1.7

How did CCOC(=O)C(CC)(CC)C(=O)/C=C/c1ccc(OC)cc1 do in these assays?
TTR transcr act: 4.3

How did CSc1ccccc1CNc1nc(NCC2CC2)nc2ccsc12 do in these assays?
TTR transcr act: -5.2

How did O=C(Nc1ccc(C(O)(C(F)(F)F)C(F)(F)F)cc1)c1ccc(F)cc1F do in these assays?
TTR transcr act: 0.1

How did C#CCSc1nnc(-c2ccc([N+](=O)[O-])cc2)o1 do in these assays?
TTR transcr act: 0.8

Results for Cc1nn(Cc2ccc(C(=O)NC(C)(C)C)o2)c(C)c1Br ?
TTR transcr act: -6.1

How did COc1ccc(-n2c(=O)c3ccccc3c3ccccc3c2=O)c(OC)c1 do in these assays?
TTR transcr act: 0.1

Results for O=C(CCNC(=O)c1ccco1)NCCc1c[nH]c2ccccc12 ?
TTR transcr act: 3.5

Results for O=C(Nc1ccccc1)Nc1c(-c2ccccc2)nc2ncccn12 ?
TTR transcr act: -2.0

Results for C=CC[n+]1c(-c2ccc(C)cc2)csc1Nc1c(C)n(C)n(-c2ccccc2)c1=O ?
TTR transcr act: -1.1

Results for CCCc1cc(-c2n[nH]c(=S)n2CC(C)C)cs1 ?
TTR transcr act: -1.6

How did CCC(C(=O)N1CC2(C)CC1CC(C)(C)C2)N1C(=O)c2ccccc2C1=O (stereo not drawn) do in these assays?
TTR transcr act: -2.5

Results for CCO/C([O-])=N/c1sn[n+](C)c1C ?
TTR transcr act: -0.1

How did Cn1cnnc1SCC(=O)c1ccc2c(c1)OCCO2 do in these assays?
TTR transcr act: -1.9

How did Cc1cc(C)n(CCNC(=O)[C@H]2O[C@@H](n3ccc(N)nc3=O)[C@H](O)[C@@H]2O)n1 do in these assays?
TTR transcr act: -1.8

Results for COC(=O)[C@]12C[C@H](CC(=O)NCC34CC5CC(CC(C5)C3)C4)C(=O)N(CCc3ccc(OC)c(OC)c3)C1=C[C@H](COCc1ccccc1)O[C@@H]2C ?
TTR transcr act: -1.6

How did COc1ccc(/C=N/NC(=O)c2ccc(Cl)cc2)cc1COC(C)=O do in these assays?
TTR transcr act: 0.0

How did O=C(CN1C(=O)/C(=C2\SC(=S)N(C3CCS(=O)(=O)C3)C2=O)c2ccccc21)Nc1ccc(F)cc1 (stereo not drawn) do in these assays?
TTR transcr act: 2.0

Results for Cc1c(C)n(Cc2ccccc2)c2ncnc(NCCN(C)C)c12 ?
TTR transcr act: -1.6

How did NC(=O)CSc1nccn1Cc1ccc(Cl)cc1 do in these assays?
TTR transcr act: -0.5

Results for COc1ccccc1C(=O)NCCC(=O)Nc1ccc(S(=O)(=O)Nc2ncccn2)cc1 ?
TTR transcr act: 2.6

What do the screens show for `Cc1nn(-c2ccccc2)c(C)c1/C=N/NC(=O)c1cc(C23CC4CC(CC(C4)C2)C3)[nH]n1`?
TTR transcr act: -4.3

How did COc1ccc(OCC(=O)N2CCN(c3nnc(-c4ccccc4)c4ccccc34)CC2)cc1 do in these assays?
TTR transcr act: -3.4

How did CC(C)C(Cl)=NOC(=O)Nc1ccc(F)cc1 do in these assays?
TTR transcr act: -6.6

What do the screens show for `C[C@H]1[C@@H](OC(=O)N2CCN(c3ccccc3)CC2)CC[C@@]23CCCN2C(=O)CCC[C@@H]13`?
TTR transcr act: -1.3

What do the screens show for `C=CCNC(=O)COC(=O)c1ccc(C)c(NC(=O)c2ccco2)c1`?
TTR transcr act: 0.7

Results for C/C(=N\NC(=O)C1CC1)c1ccc(OC(F)F)cc1OC(F)F ?
TTR transcr act: -1.5

What do the screens show for `Cc1ccc(-c2nc(C=Nc3ccc(O)cc3)c(O)o2)cc1`?
TTR transcr act: 1.8

Results for COc1nc(OCCNC(C)=O)nc(N(C)C)n1 ?
TTR transcr act: -1.4

How did O=C(NNc1cc(N2CCCC2)nc(N2CCCC2)n1)c1ccc([N+](=O)[O-])cc1 do in these assays?
TTR transcr act: 2.5

How did O=S(=O)(CS(=O)(=O)c1ccc(Cl)cc1)c1ccc(Cl)cc1 do in these assays?
TTR transcr act: -0.4

How did Cc1c(C(=O)NN2CCOCC2)oc2c1ccc1ccccc12 do in these assays?
TTR transcr act: -2.0

What do the screens show for `O=C(N/N=C\c1ccc(COc2ccc([N+](=O)[O-])cc2)o1)c1cccc(Cl)c1`?
TTR transcr act: -2.7

What do the screens show for `O=C(NCc1ccco1)c1cc2sccc2n1Cc1ccccc1`?
TTR transcr act: -1.5

Results for CCOC(=O)c1nnc(-c2ccccc2)nc1N1CCSCC1 ?
TTR transcr act: 1.1

What do the screens show for `OCCN(CC#CC(O)(c1ccccc1)c1cccc(F)c1)CCO` (stereo not drawn)?
TTR transcr act: -0.1

How did C=CCNC(=O)C1CC1(c1ccccc1)c1ccccc1 (stereo not drawn) do in these assays?
TTR transcr act: -1.7

What do the screens show for `O=C1c2cccc3cccc(c23)C(c2nc3ccccc3[nH]2)N1C1CC1` (stereo not drawn)?
TTR transcr act: -0.7

What do the screens show for `COc1ccc2nc(NC(=O)C3=NN(c4ccccc4)C(=O)CC3)sc2c1`?
TTR transcr act: 0.2

What do the screens show for `Cc1ccc(C)c(CN2CCCNC2=O)c1`?
TTR transcr act: 0.6

How did O=C(NCc1ccco1)c1cc([N+](=O)[O-])ccc1N1CCCCC1 do in these assays?
TTR transcr act: 1.8

How did N#Cc1cc(N2CCOCC2)nc2ccccc12 do in these assays?
TTR transcr act: 1.4

Results for COc1ccc(O)c(CN2CC3CCC(CC3)C2)c1 ?
TTR transcr act: -1.1

Results for Nc1c(N(Cc2ccccc2)C(=O)COc2ccc(F)cc2)c(=O)[nH]c(=O)n1Cc1ccccc1 ?
TTR transcr act: 2.7

Results for COc1ccc2oc(C(=O)NCCN3CCOCC3)c(C)c2c1OC ?
TTR transcr act: -1.1

How did O=C(Nc1ccc([N+](=O)[O-])cc1)c1cncc(Br)c1 do in these assays?
TTR transcr act: -0.6

Results for O=C(Nc1cccnc1Cl)c1cc(-c2cccc(O)c2)on1 ?
TTR transcr act: 2.0

How did O=C(/C=C/c1c(F)cccc1Cl)NCc1ccco1 do in these assays?
TTR transcr act: -0.7

What do the screens show for `C=CCn1c(SCc2nnc(-c3ccccc3)o2)nnc1C(O)c1ccccc1` (stereo not drawn)?
TTR transcr act: 2.1

Results for COc1ccc(S(=O)(=O)N2CCCCC2)cc1NC(=O)C1CC(=O)N(Cc2ccco2)C1 (stereo not drawn) ?
TTR transcr act: -1.3

Results for C[C@H]1CN([C@@H](C)CO)C(=O)CCCn2cc(nn2)CO[C@@H]1CN(C)S(=O)(=O)c1cn(C)cn1 ?
TTR transcr act: -0.3

Results for CCN(CC)C(=O)C1CCN(c2ncnc3c2cnn3-c2ccc(C)cc2C)CC1 ?
TTR transcr act: -3.7

Results for COc1ccc(N2C[C@H](CSC)[C@@H](CC(=O)Nc3ccccc3)C2=O)cc1 ?
TTR transcr act: 1.1

Results for O=C(COc1ccccc1)N/N=C/c1ccc2c(c1)OCO2 ?
TTR transcr act: -1.9

Results for CC1(c2ccccc2)NC(=O)N(CC(=O)Nc2cc(Cl)ccc2N2CCOCC2)C1=O (stereo not drawn) ?
TTR transcr act: 0.8

Results for COc1ccc(OC)c(-n2c(CN3CCC(C(N)=O)CC3)nc3ccccc3c2=O)c1 ?
TTR transcr act: 0.8

What do the screens show for `CCOc1ccc(N2C(=O)C(CC(=O)Nc3ccccc3)N(Cc3ccccn3)C2=S)cc1` (stereo not drawn)?
TTR transcr act: -2.2

What do the screens show for `c1cncc(-c2nnc(SCc3cccc4ccccc34)o2)c1`?
TTR transcr act: 1.3

How did CCOc1ccc(/C=N/n2nnnc2N)cc1OCC do in these assays?
TTR transcr act: 0.2

How did COc1cc(NC(=O)c2cccc(C)c2)c(OC)cc1NC(=O)CN1CCOCC1 do in these assays?
TTR transcr act: 0.9

Results for Cc1ccc(/C=N/n2c(C)cc(C)c(C#N)c2=O)o1 ?
TTR transcr act: -0.6

Results for COCCOC(=O)c1c(C)oc2ccc(OC(=O)c3ccc4c(c3)OCO4)cc12 ?
TTR transcr act: -0.8
